# Screens (PubChem)
# NALP1 inh = NALP1 inhibition. 0.61% of 280,000 active. S. cerevisiae NALP1/ASC/caspase-1 growth, X-gal OD620, 72 h. inhibition, % at 10 µM. AID 2071; in the data active means inhibition mostly above about 24%, no sharp cut-off; inactive means mostly below about 32%; further: some compounds called inactive have numbers as strong as hits
# MEKK2wt PB1 HTS = raises or lowers MEK5 binding to wildtype human MEKK2 PB1 domain; bead flow cytometry, Alexa488-MEK5 binding to MEKK2 WT; actives lie on both sides; AID 1531; 1.1% of 290,000 active; Q9Y2U5; binding response (% of control), % at 10 µM; in the data active means binding response below about 67% or above about 130%
# GPR7 antagonist = blocks human GPR7 receptor signaling; P48145; GPR7-expressing cells, fluorescence antagonist assay; inhibition, % at 4.4 µM; 1.1% of 290,000 active; in the data active means inhibition above about 16%, passing the limit was not always enough;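 further: cells stimulated with the agonist NPW; 0% = agonist with vehicle and 100% = vehicle without agonist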
# Target sequence (P48145 whole entry, looked up): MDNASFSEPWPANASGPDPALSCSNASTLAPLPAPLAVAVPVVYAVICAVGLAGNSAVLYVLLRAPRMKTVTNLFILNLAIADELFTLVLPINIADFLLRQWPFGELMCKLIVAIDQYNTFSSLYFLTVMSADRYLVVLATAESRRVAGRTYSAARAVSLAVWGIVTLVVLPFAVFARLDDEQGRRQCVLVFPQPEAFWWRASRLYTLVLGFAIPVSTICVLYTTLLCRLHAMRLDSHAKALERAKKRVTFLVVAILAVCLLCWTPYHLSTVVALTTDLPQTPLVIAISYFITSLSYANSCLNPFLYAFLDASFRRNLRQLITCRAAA
# MEKK3 PB1 HTS = MEKK3-MEK5 PB1 interaction, increase or decrease; binding response (% of control), % at 10 µM; 1.4% of 290,000 active; AID 1529; bead-based flow cytometry, Alexa488-MEK5 binding to MEKK3; actives lie on both sides; 0 = blocked by unlabeled MEK5, 100 = vehicle; Q99759;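 active means binding response more than 3 SD above or below the average of its plate-row segment, actives on both sides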;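 further: Alexa488 bead fluorescence after subtracting the streptavidin-only scavenger bead signal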
# Target sequence (Q99759 whole entry, looked up): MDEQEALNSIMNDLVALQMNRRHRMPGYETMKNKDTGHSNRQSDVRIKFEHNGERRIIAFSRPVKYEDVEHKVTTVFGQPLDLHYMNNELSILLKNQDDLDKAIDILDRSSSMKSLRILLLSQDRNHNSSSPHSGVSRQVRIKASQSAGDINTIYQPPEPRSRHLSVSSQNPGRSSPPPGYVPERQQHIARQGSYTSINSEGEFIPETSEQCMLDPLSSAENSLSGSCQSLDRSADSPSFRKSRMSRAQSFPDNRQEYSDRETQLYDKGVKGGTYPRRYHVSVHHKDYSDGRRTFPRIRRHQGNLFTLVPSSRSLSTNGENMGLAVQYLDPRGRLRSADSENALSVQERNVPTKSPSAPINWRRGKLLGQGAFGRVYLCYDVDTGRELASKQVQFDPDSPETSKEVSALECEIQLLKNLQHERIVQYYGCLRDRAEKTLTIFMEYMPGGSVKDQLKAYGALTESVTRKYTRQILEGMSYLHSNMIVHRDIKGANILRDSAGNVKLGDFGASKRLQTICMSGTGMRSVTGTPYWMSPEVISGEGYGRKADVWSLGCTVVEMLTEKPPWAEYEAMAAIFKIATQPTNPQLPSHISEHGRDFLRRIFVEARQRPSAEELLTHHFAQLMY
# FID counter = counter-screen for HCV NS3 helicase inhibitors: DNA intercalator displacement; DNA fluorescent intercalator displacement, fluorescence; AID 1845; inhibition, % at 7.9 µM; 0.17% of 290,000 active; in the data active means inhibition above about 37%;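 further: 0% = vehicle and 100% = reference compound; higher means more ethidium bromide displaced from hairpin DNA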
# PfM18AAP inh = blocks P. falciparum M18 aspartyl aminopeptidase; recombinant PfM18AAP, H-Glu-NHMec fluorogenic cleavage; inhibition, % at 7.35 µM; AID 1822; 1.2% of 290,000 active;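 active means inhibition above the campaign mean inhibition over all tested compounds plus 3 SD, cut at about 28% in these data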;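 further: 0% = plate median of test compound wells and 100% = 2 mM ZnCl2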
# PHOSPHO1 block = blocks human PHOSPHO1 phosphatase activity. 1.1% of 290,000 active. recombinant PHOSPHO1, absorbance phosphatase assay. AID 1565. Q8TCT1. inhibition, % at 13.3 µM; in the data active means inhibition above about 60%
# OXTR ag = activates the human oxytocin receptor. P30559. CHO-OTR cells, Fluo-8 calcium fluorescence; normalized: DMSO 0%, oxytocin 100%. activation, % at 3 µM. 0.32% of 320,000 active. AID 2435;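 active means activation above the mean of all tested compounds plus 3 SD, cutoff set per screening run, cut at about 20% in these data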;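 further: peak over basal fluorescence ratio from a 100 s FLIPR kinetic read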
# MEKK2 mut-MEK5 = signal of MEK5 binding to mutant human MEKK2 PB1 domain; percent response, % at 10 µM; AID 1530; bead flow cytometry, Alexa488-MEK5 binding to MEKK2 mutant; 0.35% of 290,000 active; in the data active means percent response above about 24%, passing the limit was not always enough; further: inactives centre near 1; some results filed as inactive read as strong as hits; reference of the scale not given here
# The depositor's hits bear a star; nt = no result given; [ ] = another dose, or the depositor's remark.
SMILES,NALP1 inh,MEKK2wt PB1 HTS,GPR7 antagonist,MEKK3 PB1 HTS,FID counter,PfM18AAP inh,PHOSPHO1 block,OXTR ag,MEKK2 mut-MEK5
O=S(=O)(NC1CCCCC1Nc1ccccc1)c1ccccc1 (stereo unspecified),14,104,-12,128*,-4,1,-12,-2.2,0
COc1ccnc(Oc2ccccc2)c1C(=O)N/C=N/OCc1ccccc1,4,68,-9,67*[inhibitor],-14,-6,20,4.8,-39
O=C(Nc1cccc(Cl)c1)c1ccc(=O)[nH]n1,21,103,21,101,3,1,36,0.6,0
O=C(CCCN=C1NS(=O)(=O)c2ccccc21)OCC(=O)N1CCc2ccccc21,-5,106,-3,97,-1,-2,31,-2.0,-1
OC(CN1CCCCC1)CN1CCCCC1,-5,105,1,106,6,-10,5,1.4,3
C/C=C(\C)CN1CCN(c2ccc(C)cc2)CC1,5,101,-6,101,1,7,-3,-0.7,3
CCOC(=O)C[C@H]1c2ccc(C(F)(F)F)cc2S(=O)(=O)N1c1cccc(OC)c1,nt,93,nt,87,nt,nt,nt,-2.6,-3
CSc1nc(C)c2c(n1)N(c1ccc(C(C)C)cc1)CC2,10,nt,-7,nt,2,-10,6,-0.9,nt
Cn1c(SCc2ccccn2)nnc1-c1ccccc1,10,89,0,91,4,-4,0,-0.5,2
CCSc1nc2c(c(=O)[nH]1)C(c1ccncc1)C(C(=O)OC)=C(C)N2 (stereo unspecified),15,109,4,111,5,-8,-9,-0.7,3
COc1cc2cc(CN(C(=O)NC3CCCCC3)C3CCCC3)c(=O)[nH]c2cc1OC,-8,103,10,100,-15,-12,-5,-2.3,5
COC(=O)[C@@H](NC(=O)Nc1ccccc1F)C(C)C,10,100,-16,102,-2,2,17,0.4,2
Cc1cccc(NC(=O)CN2C(=O)N/C(=C\c3cccn3-c3cccc(C(=O)O)c3)C2=O)c1,1,102,-12,111,-36,5,27,0.1,-3
COc1ccc(OC)c(C(=O)c2ccc(C(=O)Nc3cccc4ccccc34)cc2)c1,9,101,0,103,-4,-2,-4,0.4,-1
Cc1ccc(-c2noc(CN(C(=O)CCN3C(=O)c4ccccc4C3=O)C(C)C)n2)cc1,19,101,-12,99,-9,-1,-10,-1.4,-1
COc1ccccc1C(=O)NNC(=O)C(=O)NC1CCCCC1,3,100,-11,100,-8,-3,14,-0.1,-1
Cc1oc2cc3oc(=O)ccc3cc2c1C,9,122,22,104,-4,0,33,-0.5,15
Nc1c2c(nc3sc4c(c13)CCCC4)-c1ccccc1CC2,6,112,-4,103,-1,3,24,-2.8,10
Cc1cccc(-c2nnn(C/C(N)=N/O)n2)c1,4,85,-4,100,-3,-8,-1,0.4,-14
O=C(CP(=O)(c1ccccc1)c1ccccc1)N1CCCCC1,14,100,3,96,-5,-5,-10,-0.3,-2
CC(OC(=O)c1nn(C)c(=O)c2ccccc12)C(=O)NCc1ccc2c(c1)OCO2 (stereo unspecified),-4,106,3,105,-11,-11,-14,0.2,4
Cc1ccc(OCC(=O)Nc2ccc(S(=O)(=O)N(C)C3CCN(C)CC3)cc2)c(C)c1,26,115,15,97,18,-4,-2,8.1,3
CCOc1ccc(NC(=O)CN2CCN(CC(=O)Nc3ccc(Cl)c(C(F)(F)F)c3)CC2)cc1,-4,121,7,102,4,-16,0,12,8
Cc1cc(NC(=O)CSc2nc3c(c(=O)n2-c2ccc(Br)cc2)SCC3)no1,11,96,-2,70,0,-6,-7,-2.2,2
N#CC1=C(N)Oc2n[nH]c(-c3ccccn3)c2C1c1c(F)cccc1Cl (stereo unspecified),4,nt,0,nt,-8,0,9,-1.8,nt

# Full records as entered above.
# Entry for Cc1cccc(NC(=O)CN2C(=O)N/C(=C\c3cccn3-c3cccc(C(=O)O)c3)C2=O)c1 : NALP1 inh: 1; MEKK2wt PB1 HTS: 102; GPR7 antagonist: -12; MEKK3 PB1 HTS: 111; FID counter: -36; PfM18AAP inh: 5; PHOSPHO1 block: 27; OXTR ag: 0.1; MEKK2 mut-MEK5: -3
# Entry for Cc1cccc(-c2nnn(C/C(N)=N/O)n2)c1 : NALP1 inh: 4; MEKK2wt PB1 HTS: 85; GPR7 antagonist: -4; MEKK3 PB1 HTS: 100; FID counter: -3; PfM18AAP inh: -8; PHOSPHO1 block: -1; OXTR ag: 0.4; MEKK2 mut-MEK5: -14

# Next records.
SMILES,NALP1 inh,MEKK2wt PB1 HTS,GPR7 antagonist,MEKK3 PB1 HTS,FID counter,PfM18AAP inh,PHOSPHO1 block,OXTR ag,MEKK2 mut-MEK5
CCOCCCNS(=O)(=O)c1ccc(OC)c(Cl)c1Cl,9,106,-13,106,-4,2,6,1.4,2
COc1ccc(NC(=S)N2CCC(NC(=O)c3cccc(C)c3)CC2)cc1,-14,101,-7,102,-20,0,42,-1.4,2
COc1ccccc1N1CC(O)=C(c2nc3ccccc3s2)C1=N,17,102,-11,103,-12,5,-2,2.2,5
O=C(Nc1nccs1)C1CC(=O)N(c2ccccc2)C1 (stereo unspecified),-13,110,-4,102,-3,-1,45,-0.3,5
COCCNS(=O)(=O)c1ccc(F)c(OC)c1,32,100,2,101,0,-2,11,0.5,1
COc1ccc(NC(=O)C2CCCCN2CC(=O)OCc2ccccc2)cc1OC (stereo unspecified),6,92,-2,91,-2,-9,-1,-0.5,-8
CC(C)(C)C(=O)NC(NC(=S)Nc1sc2c(c1C#N)CCCC2)C(Cl)(Cl)Cl (stereo unspecified),-7,100,-10,100,-3,6,-98,7.3,1
O=C(NCc1ccco1)C1CCCN1C(=O)Nc1ccc(Br)cc1 (stereo unspecified),9,100,6,103,0,3,-2,nt,3
CCSc1nnc(NC(=O)c2ccc(C)cc2)s1,11,100,-13,104,-11,-12,-5,-1.5,1
O=C(NC1CC2CCCC(C1)N2S(=O)(=O)c1ccccc1)c1ccco1 (stereo unspecified),8,93,-10,101,-14,-3,52,0.5,2
Fc1ccccc1/C=N/Nc1ncnc2nc[nH]c12,22,79,2,68,-5,33*,-9,-0.6,-8
O=C(NCCC1=CCCCC1)c1ccc2c(=O)n3c(nc2c1)CCCCC3,-15,99,nt,101,nt,nt,-7,-1.5,5
C/C(=N\O)C(C)Oc1ccc(Cl)cc1 (stereo unspecified),23,99,-7,105,-3,-14,45,-1.2,-1
CCOc1ccccc1NC(=O)c1ccc2c(c1)C(=O)N(CC)C2=O,5,102,-8,101,-18,-2,40,0.3,14
COC(=O)CSc1nc2ccccc2n1CC(=O)N(C(C)C)C(C)C,13,101,-4,94,-8,3,16,-0.7,1
N=c1c2c(n(Cc3ccc(Br)cc3)c3c1CCC3)CCCC2,38,107,-2,103,13,14,-7,-0.7,-1
COc1ccc(Cl)cc1/C=N/NC(=O)c1c(-c2ccccc2)noc1C,3,103,1,102,-31,-3,3,nt,2
CCN(CC)S(=O)(=O)c1ccc(NC(=O)COC(=O)c2cnc(C)cn2)cc1,9,97,-12,102,-9,-4,8,0.8,-1
CC(=O)N/C(=N/c1nc(C)cc(C)n1)Nc1cc(C)cc(C)c1,14,106,4,106,-24,9,36,0.1,20
Cc1cccc(OCC(=O)Nc2nnc(S(=O)(=O)N3CCCCCC3)s2)c1,11,105,4,102,-43,-4,20,1.6,2
Cc1cccc(OCc2nc(-c3nonc3N)no2)c1C,34,98,10,100,-2,1,14,-1.4,1
COc1cc(Nc2cc(C)nc3ncnn23)cc(OC)c1,23,106,3,103,-5,2,-10,-2.3,7
Cc1cc(C)cc(N(CC(=O)Nc2c(C)n(C)n(-c3ccccc3)c2=O)S(C)(=O)=O)c1,2,95,-14,95,-11,2,29,-0.2,-3
COc1ccc(/C=C/C(=O)Oc2ccc(/C=N\NC(=O)c3ccc(F)cc3)cc2)cc1,28,119,4,105,2,-12,-28,-0.4,17
CCOc1ccc2nc(SCc3ccc(C(=O)OC)o3)[nH]c2c1,40,114,6,121,-13,-15,4,-2.6,3
SMILES,NALP1 inh,MEKK2wt PB1 HTS,GPR7 antagonist,MEKK3 PB1 HTS,FID counter,PfM18AAP inh,PHOSPHO1 block,OXTR ag,MEKK2 mut-MEK5
Cc1cc(NC(=O)c2ccccc2)ccc1NC(=O)c1ccccc1Cl,14,105,-4,109,-7,-6,25,-1.4,4
Cc1noc(C)c1C(=O)N(C)Cc1ccccc1,20,99,-8,103,-4,0,39,0.5,-4
Cc1c(Cl)cccc1NC(=O)CNc1ccccc1F,31,107,5,99,1,-10,-16,-2.0,12
CC1CN(C(=O)CCC(=O)NCc2cccnc2)c2ccccc2O1 (stereo unspecified),11,103,7,103,-10,-5,23,-1.3,1
CC(C)c1ccccc1NC(=O)COC(=O)CNC(=O)c1ccc(Br)cc1,13,99,15,102,-19,-1,17,-1.6,-1
NCc1oc(-c2ccccc2)cc1C(=O)O,14,106,-3,95,-11,2,3,0.3,-1
CCC(CC)C(=O)Nc1ccc(C)c(O)c1,0,nt,-19,nt,-1,0,13,-0.3,nt
O=C(O)CCN1C(=O)c2ccc(NC(=O)Cc3ccc(Cl)cc3)cc2C1=O,-2,102,-7,100,-13,-4,9,1.6,11
O=C(O)c1ccc(S(=O)(=O)N(Cc2ccccc2)C2CCCCC2)cc1,-11,104,0,108,-35,0,nt,0.3,6
CCn1c(=O)cc(O)c2c(=O)n(C)c(=O)n(C)c21,22,nt,-5,nt,-4,-1,32,-0.3,nt
COCCNC(=O)CNC(c1ccccc1)c1ccccc1,-4,95,-13,102,2,2,2,0.2,6
O=C(NC1CCC(CC2CCC(NC(=O)C(Cl)Cl)CC2)CC1)C(Cl)Cl (stereo unspecified),-6,107,-9,106,-2,4,14,0.8,11
COc1ccc(C2c3c(oc4ccc(C)cc4c3=O)C(=O)N2c2cc(C)ccn2)cc1OC (stereo unspecified),38,94,-3,94,1,-1,0,nt,-3
CC(=O)Nc1ccc(N(C(=O)c2ccco2)C(C(=O)NC2CCCC2)c2ccc(N(C)C)cc2)cc1 (stereo unspecified),5,101,-7,103,-28,4,46,-0.3,2
O=C(Cc1ccccc1)NC(=S)Nc1ccc2oc(-c3ccccc3)nc2c1,16,93,-11,95,4,-1,-1,0.7,4
C[N+]1(C2CCC3CCCC2C3O)CCCCC1 (stereo unspecified),16,98,2,99,0,-4,-1,0.3,-5
O=C(N/C(=C/c1cccnc1)C(=O)N1CCOCC1)c1ccco1,16,100,-4,99,2,-15,-2,-0.7,-1
CCC(C)N1C(=O)CCC1C(=O)NCCc1ccc(Cl)cc1 (stereo unspecified),16,106,-1,97,-4,-9,30,-1.2,1
N/C(=N\OC(=O)c1cc(Cl)ccc1Cl)c1cccnc1,-5,110,-10,107,-3,-10,18,-1.0,6
CCc1cccc2c1NC(=O)C2(O)CC(=O)c1cccs1 (stereo unspecified),12,107,2,103,-4,-6,41,0.9,-7
CCc1nnc(NC(=O)c2ccc(S(=O)(=O)N(CC)CC)cc2)s1,7,111,-2,108,-12,-6,2,-1.0,13
CCOC(=O)c1ccccc1NC(=S)N1CCC(N2CCCCC2)CC1,31,89,-4,89,10,4,-10,-1.9,-4
CC(CCc1ccccc1)NC(=O)c1ccccc1Cl (stereo unspecified),9,95,5,92,-6,-3,8,-1.8,0
COc1cc(C(=O)NCc2nnc(SCC(=O)NCCc3ccccc3)o2)cc(OC)c1OC,22,94,-4,101,-41,-12,22,-0.1,-1
COc1ccc(S(=O)(=O)N2CCCCC2C)cc1 (stereo unspecified),10,106,-8,104,-9,-2,24,-1.0,3
COc1ccc(C(=O)COC(=O)COc2ccc(C)c(C)c2)cc1,12,107,12,104,-10,2,-3,0.3,1
O=C(COc1ccccc1)N1N=C(c2cccnc2)CC1(O)C(F)(F)F (stereo unspecified),16,96,-5,97,-8,15,-7,1.2,-3
Cc1ccc(NC(=O)C2CCCN2C(=O)NC2CCCCC2)cc1C (stereo unspecified),-7,108,-12,105,-3,5,1,-0.9,5

# Random draw from the library (roughly 6.2% active in at least one column).
